EPAC2 antagonist: qHTS for Antagonist of cAMP-regulated guanine nucleotide exchange factor 2 (EPAC2): primary screen. Rap guanine nucleotide exchange factor 4 (Homo sapiens), Q8WZA2. EPAC2 GEF exchange of Rap1B-BODIPY-GDP, fluorescence. Potency, µM (top dose mostly 114 µM), for the others: at the highest dose activity, negative = inhibition, actives largely listed as inhibitors. hit rate 0.18% among 360,000; also: potency is read from the fitted curve at half-maximal effect; % is scaled to controls: 0 for no effect and ±100 for the full control effect; nearly all actives have a fitted effect of over 45% in size; many of its hits are not listed in these tables
Target sequence (Q8WZA2 whole entry, looked up): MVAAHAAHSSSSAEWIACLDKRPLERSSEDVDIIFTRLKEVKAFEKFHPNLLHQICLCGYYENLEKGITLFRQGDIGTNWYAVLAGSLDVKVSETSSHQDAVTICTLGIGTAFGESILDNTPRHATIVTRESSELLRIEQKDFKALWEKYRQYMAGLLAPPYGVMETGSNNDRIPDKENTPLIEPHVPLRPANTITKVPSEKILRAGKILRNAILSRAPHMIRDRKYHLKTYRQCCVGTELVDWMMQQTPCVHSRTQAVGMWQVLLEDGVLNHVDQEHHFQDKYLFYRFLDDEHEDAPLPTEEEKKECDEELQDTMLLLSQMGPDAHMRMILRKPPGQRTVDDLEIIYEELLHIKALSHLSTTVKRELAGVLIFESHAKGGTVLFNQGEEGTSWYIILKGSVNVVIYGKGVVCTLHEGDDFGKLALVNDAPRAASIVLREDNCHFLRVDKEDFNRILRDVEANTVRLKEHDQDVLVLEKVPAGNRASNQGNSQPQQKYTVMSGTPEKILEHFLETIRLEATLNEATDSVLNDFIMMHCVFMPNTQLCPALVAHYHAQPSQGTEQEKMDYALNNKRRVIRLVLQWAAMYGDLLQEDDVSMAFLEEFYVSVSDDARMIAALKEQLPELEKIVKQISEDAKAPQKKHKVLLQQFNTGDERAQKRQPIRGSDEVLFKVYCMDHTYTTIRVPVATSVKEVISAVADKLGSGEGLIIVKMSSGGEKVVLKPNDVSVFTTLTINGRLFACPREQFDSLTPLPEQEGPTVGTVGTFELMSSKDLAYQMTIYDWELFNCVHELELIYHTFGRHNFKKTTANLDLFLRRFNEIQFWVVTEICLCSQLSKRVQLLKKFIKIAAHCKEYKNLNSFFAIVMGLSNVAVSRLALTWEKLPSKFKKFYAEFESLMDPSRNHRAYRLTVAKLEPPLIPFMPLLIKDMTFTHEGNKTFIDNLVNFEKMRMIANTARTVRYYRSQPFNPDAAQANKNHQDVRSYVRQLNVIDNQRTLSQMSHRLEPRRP
DRD3 agonist: qHTS of D3 Dopamine Receptor Agonist: qHTS; D(3) dopamine receptor (Homo sapiens), P35462; D3R DiscoveRx beta-arrestin cells, luminescence, 90 min; max activation, %; hit rate 0.58% among 410,000; in the data active = max activation above about 30%; also: 0% is about no effect; mostly tested at two doses, the higher about 12 µM
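Cells at 1500/well, incubated overnight, then treated with pinned compounds (dopamine as control) for 90 min at 37 degrees C. DiscoveRx reagent added for 30 - 60 minutes at room temperature; luminescence read.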
DRD3 antagonist: qHTS of D3 Dopamine Receptor Antagonist: qHTS. AID 652054, 2013. D(3) dopamine receptor (Homo sapiens), P35462. max response, negative = inhibition, %. D3R cells, DiscoveRx beta-arrestin luminescence, antagonist mode; active compounds read low. hit rate 2.5% among 360,000; in the data active = max response below about -50%; inconclusive = no clear call, values can overlap the other calls; also: % is scaled to controls: 0 for no effect and ±100 for the full control effect; mostly tested at two doses, the higher about 12 µM
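Cells plated overnight at 1500 cells/well, then exposed to library compounds with dopamine controls for 90 minutes at 37 degrees C. DiscoveRx reagent added for 30–60 minutes at room temperature; luminescence read, quantitative HTS format.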
Mm-Cpn inhibitor: Inhibitors of TCP-1 ring complex (TRiC) of Methanococcus maripaludis (MmCpn): qHTS; Chaperonin Mm-Cpn (Methanococcus maripaludis); purified Mm-Cpn ATPase, ADP Transcreener TR-FRET; Potency, µM (series often up to 76.9 µM), for the others: top-dose activity, negative = inhibition, usual class: inhibitors; hit rate 0.031% among 330,000; AID 504842, 2011; also: potency is read from the fitted curve at half-maximal effect; % is scaled to controls: 0 for no effect and ±100 for the full control effect; nearly all actives have a fitted effect of over 80% in size
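25 nM Mm-CPN + cpd, 10 min 37°C; + 10 uM ATP, 30 min 37°C; buffer 30 mM Tris pH 7.4, 100 mM KCl, 5 mM MgCl2, 1 mM DTT; Transcreener ADP HTRF detection 30 min RT.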
Akt phos inh: HTS Assay for Inhibitors of Akt Phophorylation: Primary Screen. Neuro2A IGF-stimulated pAkt S473 HTRF, 20 min; active compounds read low. activity change, % for hits at 50 µM. hit rate 0.32% among 360,000. AID 651550, 2012; in the data active = activity change below about -80%; inconclusive = mostly about -51% to -80%; also: % is scaled to controls: 0 for no effect and ±100 for the full control effect
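Neuro2A cells in DMEM with 0.5% FBS, overnight at 37 deg C, given compound at single 50 µM final, then IGF (6 nM final) for 20 min at 37 deg C. Lysed; phospho-Akt Ser473 by HTRF after 24 h, 665/615 ratio.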
CCT chaperon mod: High-Throughput Screening for Modulators of Cytosolic Chaperonin Activity. purified chaperonin ATPase assay, HTRF ADP detection, 30 min. AID 651819, 2012. hit rate 0.3% among 360,000. activity change, % (concentration not given with the values), hits read low; in the data active = activity change below about -30%; also: % is scaled to controls: 0 for no effect and ±100 for the full control effect
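TRiC (40 or 20 nM final, by batch activity) in 30 mM Tris pH 7.4, 100 mM KCl, 5 mM MgCl2, 1 mM DTT was treated with compound at 76 uM single dose, then 10 uM ATP, 30 min at 37 °C. ADP was read by HTRF Transcreener.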
PTHR1 agonist: qHTS for PTHR1 Agonists: Primary Screen. Potency, µM (top dose mostly 115 µM), inactives show at the top dose activation, most hits filed as activators. AID 743266, 2014. HEK293 GP2 PTHR1 cells, GloSensor cAMP luminescence, 1 h. Parathyroid hormone/parathyroid hormone-related peptide receptor (Homo sapiens), Q03431. hit rate 0.075% among 410,000; also: potency is read from the fitted curve at half-maximal effect; nearly all actives have a fitted effect of over 55% in size; some results filed as inactive show a strong effect at the top dose; inactives centre near -15; many of its hits are not listed in these tables
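HEK-293-derived GP2 cells expressing PTHR1 and a GloSensor cAMP reporter, 3,000/well, plated overnight, given luciferin plus IBMX (each 0.5 mM as added) for 1 h at 37 °C, then compound for 1 h at 37 °C. Luminescence was read after 15 min at room temperature.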
EPAC2 agonist: qHTS for Agonist of cAMP-regulated guanine nucleotide exchange factor 4 (EPAC2): primary screen; EPAC2 activation, biochemical qHTS; response scale: 100% = 6.5 mM cAMP response; Rap guanine nucleotide exchange factor 4 (Homo sapiens), Q8WZA2; Potency, µM (top dose mostly 154 µM), without a hit: top-dose activation, usual class: activators; hit rate 0.079% among 360,000; AID 720711, 2013; also: potency is read from the fitted curve at half-maximal effect; nearly all actives have a fitted effect of over 50% in size
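Readout is BODIPY fluorescence (480 nm excitation, 540 nm emission), which falls as labeled GDP is exchanged off Rap1B. EPAC2 at 100 nM acted on 250 nM RAP1B-BODIPY-GDP with 50 uM GDP present.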
* hit, by the source's call; i = inactive; ? = inconclusive; . = not tested or not shown; & = joins results of further samples; ! = not active in a repeat; [ ] = remark or other dose. Unless noted, calls follow the shape of the dose curve; as a rule, active = well fitted curve in the direction sought with a large enough effect; inconclusive = small, poorly fitted or top-dose-only effect, or another doubt; inactive = no such curve, though single readings can be large; an effect the other way counts as inactive or inconclusive.

SMILES	EPAC2 antagonist	DRD3 agonist	DRD3 antagonist	Mm-Cpn inhibitor	Akt phos inh	CCT chaperon mod	PTHR1 agonist	EPAC2 agonist
CC[C@]1(C(=O)OC)[C@H]2C(=O)N(C)C(=O)[C@H]2[C@H]2CN(C)C(=NC3CCCCC3)N21	-6%	5	23	-1%	i	-1.7	i	5%
C=CCn1c(SCC(=O)Nc2cc(C)nn2-c2ccccc2)nnc1C1CCCCC1	23%	-1	19	0%	i	-1.1	-5%[57.5 µM]	4%
COc1ccc(CN2CCCC(C(=O)c3ccc(SC)cc3)C2)cc1Cn1cccn1 (centres undefined)	-10%	-27	?	-9%	i	-3.0	i	8%
Cc1cccc(OCc2ccc(C(=O)Nc3ccc(F)cc3)cc2)c1	5%	-3	11	0%	i	-0.6	-57%[inhibitor]	5%
Cc1ccc(S(=O)(=O)N2CCC(C(=O)N[C@@H](C)C(=O)Nc3ccc(F)cc3)CC2)cc1	-4%	-2	2	-1%	i	2.1	-22%	-3%
CCOC(=O)C1CCN(C(=O)COC(=O)C2CCN(S(=O)(=O)c3ccc4c(c3)OCCO4)CC2)CC1	-5%	5	9	-3%	i	-2.3	-24%	4%
CCOc1cc(CNCc2ccncc2)cc(Br)c1OCc1ccc(F)cc1	-11%	6	27	1%	i	0.6	-27%	3%
C[C@H]1CN([C@@H](C)CO)C(=O)c2cc(-c3cccnc3)cnc2O[C@H]1CN(C)Cc1ccc(Oc2ccccc2)cc1	-7%	-10	-25	.	i	0.4	0%	7%
CC[C@@]1(c2ccccc2OC)C(=O)N(C(=O)OC)N1C(=O)OC	1%	3	6	-1%	i	-1.4	-63%[inhibitor]	4%
COCCNC(=O)C1CCC(CNS(=O)(=O)c2cccc3nsnc23)CC1 (centres undefined)	-2%	1	2	-1%	i	1.0	i	4%
Cc1nc2cc(OC3(C)CCN(Cc4ccc(OC(F)(F)F)cc4)C3)ccc2s1 (centres undefined)	-15%	-16	-27	.	i	2.4	-22%	-6%
COc1ccc(CCN2CC(C(=O)O)CC2=O)cc1 (centres undefined)	29%	-4	-22	4%	?	-2.6	-24%	-1%
COc1ccc(-c2ccc(C(=O)Nc3ccc(Cl)cc3)c3occc23)c(C)c1	20%	-13	?	.	i	-0.8	-75%[inhibitor]	20%
Cc1ccc(OCC(=O)NCC2CCCO2)c(C)c1 (centres undefined)	16%	-10	6	2%	i	1.4	i	2%
CC(Oc1ccc(Cl)cc1)C(=O)Nc1sccc1C(N)=O (centres undefined)	-28%	6	5	-1%	i	0.8	-28%	-4%
CCCCN1CC(N2CCN(C)CC2)CS1(=O)=O (centres undefined)	-27%	-15	0	.	i	0.0	12%	-12%
CN1C(=O)[C@@](O)(CC(=O)c2ccccc2)c2cc(Br)ccc21	-1%	-2	-5	.	i	.	-11%	9%
CCCn1cc2c(c1-c1ccc(C)cc1)c(=O)n(C)c(=O)n2C	0%	3	5	1%	i	-2.3	i	1%
Cc1onc(-c2ccccc2Cl)c1C(=O)N1CC(C)CC(C)C1 (centres undefined)	-13%	11	4	-1%	i	-1.5	-6%	6%
CCC/C(O)=C1\C(=O)CC(c2ccccc2)CC1=NCCc1c(C)[nH]c2ccccc12 (centres undefined)	11%	-5	-6	0%	i	1.3	i	10%
COc1ccc(-c2csc(NC(=O)C3CCCO3)n2)cc1 (centres undefined)	1%	-6	-4	-3%	i	0.8	i	-3%
COc1cccc(OCC(O)CN2CCN(CCN3C(=O)c4cccc5cccc(c45)C3=O)CC2)c1 (centres undefined)	-10%	4	14	-1%	i	-1.2	-15%	9%
CCOC(=O)c1c(C)[nH]c(C)c1C(=O)CSc1nc2ccccc2n1CC	14%	3	33	-3%	i	1.3	-21%	-2%
O=C(Nc1nc(-c2ccco2)c(-c2ccco2)s1)c1ccc(F)cc1F	0%	-2	-20	-10%	i	-6.5	-16%	-4%
O=C(COC(=O)c1ccc(Br)cc1)NCCC1=CCCCC1	5%	6	17	4%	i	0.8	-2%	-6%

Entries of single compounds as entered above. Order of values: EPAC2 antagonist | DRD3 agonist | DRD3 antagonist | Mm-Cpn inhibitor | Akt phos inh | CCT chaperon mod | PTHR1 agonist | EPAC2 agonist
COc1cccc(OCC(O)CN2CCN(CCN3C(=O)c4cccc5cccc(c45)C3=O)CC2)c1 (centres undefined) as listed: -10% | 4 | 14 | -1% | i | -1.2 | -15% | 9%
CCC/C(O)=C1\C(=O)CC(c2ccccc2)CC1=NCCc1c(C)[nH]c2ccccc12 (centres undefined) as listed: 11% | -5 | -6 | 0% | i | 1.3 | i | 10%
COc1ccc(CN2CCCC(C(=O)c3ccc(SC)cc3)C2)cc1Cn1cccn1 (centres undefined) as listed: -10% | -27 | ? | -9% | i | -3.0 | i | 8%
CC(Oc1ccc(Cl)cc1)C(=O)Nc1sccc1C(N)=O (centres undefined) as listed: -28% | 6 | 5 | -1% | i | 0.8 | -28% | -4%

Going on with the list:
SMILES	EPAC2 antagonist	DRD3 agonist	DRD3 antagonist	Mm-Cpn inhibitor	Akt phos inh	CCT chaperon mod	PTHR1 agonist	EPAC2 agonist
COc1cc(OC)cc(C(=O)Nc2ccc(-n3cnnn3)c(C)c2)c1	3%	0	14	1%	i	-6.9	-6%[57.5 µM]	1%
C/C(=N\NC(=O)c1ccn[nH]1)c1cn(C)nc1C	5%	-2	9	1%	i	2.8	-9%	0%
CC(Sc1nnc(-c2ccco2)n1N)C(=O)NC1CCCCC1C (centres undefined)	4%	0	18	1%	i	2.5	?	0%
C=CCn1cnc2scc(-c3ccc(C)c(C)c3)c2c1=O	?	0	-4	-1%	i	1.3	i	12%
COc1ccc(Sc2nc3ccccc3n3c(C(F)(F)F)nnc23)cc1	14%	3	15	?	i	-1.0	i	-6%
CCC(NC(=O)C1CCC1)c1ccccc1 (centres undefined)	1%	0	2	-1%	i	-1.7	-3%[57.5 µM]	3%
Cc1nn2c(=O)[nH]cnc2c1Cl	-13%	1	-13	.	i	0.9	-2%	-3%
COc1ccc(Cl)cc1-c1cc(C(=O)Nc2ccccc2)[nH]n1	6%	-19	-26	.	i	-1.3	-3%	14%
Cc1nn2cnc3sc4c(c3c2nc1=O)CCCC4	4%	4	5	1%	i	0.5	-7%[57.5 µM]	-3%
COc1ccccc1C(=O)NCCC(=O)N(Cc1ccco1)Cc1cccs1	2%	-7	-5	0%	i	0.0	-2%	1%
COc1ccc(N2CCN(Cc3cc(=O)oc4ccc(Cl)cc34)CC2)cc1	-3%	3	2	1%	i	1.3	-13%[57.5 µM]	6%
CCCS(=O)(=O)NC(=O)C1(C)CCN(C(=O)c2oc3ccccc3c2C)C1 (centres undefined)	9%	4	6	.	i	-1.8	-2%	3%
O=C(c1sc2ccccc2c1Cl)N1CCN(c2ccc(F)cc2)CC1	-3%	-11	-14	0%	i	-1.6	-18%[57.5 µM]	-14%
COc1ccc(-n2c(C)cc(C(=O)Cn3nc(C(=O)O)c4ccccc4c3=O)c2C)cc1	-3%	3	1	-7%	i	2.5	i	3%
CC1CCN(C(c2ccc(N(C)C)cc2)c2nnnn2Cc2ccc(F)cc2)CC1 (centres undefined)	-10%	8	25	-21%	i	-0.2	-32%[inhibitor][57.5 µM]	10%
Cc1ccc(NC(=O)CN(C)C(=O)COC(=O)C2=COCCO2)cc1	0%	3	13	-14%	i	0.8	i	8%
NC(=O)C1CCN(C(=O)CCC(=O)c2ccc(Br)cc2)CC1	12%	2	1	2%	i	1.5	i	-3%
CCOc1cc(/C=N/N2C(=O)NC3(CCCCC3)C2=O)cc(Br)c1O	9%	-3	-8	-3%	i	-0.7	i	12%
CCN(CCCNC(=O)C1CCN(S(=O)(=O)N2CCC3(CC2)OCCO3)CC1)c1ccccc1	4%	10	-27	-3%	i	-0.2	0%[57.5 µM]	-27%
C=CCNc1oc(-c2ccc(OCC)cc2)nc1C#N	-2%	6	30	-5%	i	0.8	?	-5%
COc1cc2cc(C(=O)NCCc3ccccc3)[nH]c2cc1OC	-4%	-10	16	-8%	i	1.4	-50%[inhibitor]	-4%
O=C(C1CCN(c2ncnc3c2nc2n3CCCCC2)CC1)N1CCN(c2ccccc2F)CC1	-1%	62*!	22	1%	.	-1.5	-40%&-83%[inhibitor]	12%
CCOC1=C2[C@H](c3ccc(C)cc3)N(S(=O)(=O)c3ccc(C)cc3)C[C@H]2n2c(=O)n(-c3ccccc3)c(=O)n2C1	2%	10	8	.	i	1.6	-4%	-5%
Cc1ccc(C(=O)Nc2ccccc2-c2ccccc2)cc1[N+](=O)[O-]	-6%	-11	22	1%	i	-1.6	i	14%
COC(=O)[C@]1(C)N[C@H](CN(C)S(=O)(=O)c2ccccc2)[C@@H]2C(=O)N(Cc3ccccc3)C(=O)[C@@H]21	-1%	0	26	1%	i	0.5	-16%	0%
CCOC(=O)c1sc(NC(=O)CSc2nc(C)cc(C)c2C#N)c(C#N)c1C	-4%	0	3	2%	i	-0.5	-11%	-11%
CCOC(=O)C1(C(=O)OCC)NC(=O)CC1C (centres undefined)	-5%	8	4	.	i	-0.4	-20%	8%
CC(C)CNC(=O)COC(=O)Cc1ccc(Cl)cc1	-12%	1	10	1%	i	0.6	-3%	11%

Only DRD3 agonist, EPAC2 antagonist and PTHR1 agonist (two entries from above):
canonical_smiles	DRD3 agonist	EPAC2 antagonist	PTHR1 agonist
CCOC(=O)C1(C(=O)OCC)NC(=O)CC1C (centres undefined)	8	-5%	-20%
COc1ccc(-n2c(C)cc(C(=O)Cn3nc(C(=O)O)c4ccccc4c3=O)c2C)cc1	3	-3%	i

Bioassay records as filed in PubChem.

The list is partial; count on the stated rates, not on these rows.
